Compound activity (PubChem)
MCL1-BIM inh: disrupts human MCL1 binding to BIM-BH3 peptide; Q07820; GST-MCL1 / FITC-Bim-BH3 fluorescence polarization; inhibition, % at 10.9 µM; 320,000 compounds, 0.68% hits; AID 2057;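 active = inhibition above the mean inhibition of all tested compounds plus 3 SD, set per campaign, cut at about 40% in these data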;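 also: 0% = DMSO wells and 100% = unlabeled Bim-BH3 peptide control; higher means more loss of mP so more displacement of Bim peptide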
GLD-1 TGE inh: GLD-1-TGE RNA interaction inhibition (C. elegans). purified GLD-1 + fluorescein TGE RNA, fluorescence polarization. inhibition, % at 5.96 µM. 320,000 compounds, 0.44% hits;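 active = percent inhibition above a per-plate cutoff, the plate mean of test compounds plus 3 SD, cut at about 30% in these data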;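 also: 0% = DMSO wells with GLD-1 and probe and 100% = wells lacking GLD-1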
MEX-5 binding: C. elegans MEX-5 TCR-2 RNA binding activity | Q9XUB2 | MEX-5/FITC-TCR2 RNA binding, fluorescence polarization; stronger effect = lower value | activity score (negative = inhibition of binding), % at 10 µM | 300,000 compounds, 0.38% hits;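 active = inhibition past about -25% in most replicates, and total fluorescence under double the plate's negative control median, limit read from the data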;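 also: 0% = DMSO and -100% = 5 µM competing unlabeled TCR2 RNA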
Target sequence (Q9XUB2 whole entry, looked up): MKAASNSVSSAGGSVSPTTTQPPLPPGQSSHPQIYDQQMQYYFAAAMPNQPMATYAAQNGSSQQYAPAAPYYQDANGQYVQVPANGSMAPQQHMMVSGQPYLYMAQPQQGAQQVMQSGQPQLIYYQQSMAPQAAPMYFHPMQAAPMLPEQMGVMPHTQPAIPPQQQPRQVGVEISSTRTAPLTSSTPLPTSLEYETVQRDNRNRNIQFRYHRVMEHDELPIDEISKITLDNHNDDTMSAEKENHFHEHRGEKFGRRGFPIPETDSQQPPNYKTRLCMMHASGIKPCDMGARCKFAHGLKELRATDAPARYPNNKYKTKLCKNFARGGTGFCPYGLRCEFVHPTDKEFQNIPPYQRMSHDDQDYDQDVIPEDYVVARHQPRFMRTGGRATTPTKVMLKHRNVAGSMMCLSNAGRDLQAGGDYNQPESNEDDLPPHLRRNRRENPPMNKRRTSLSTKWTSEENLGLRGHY
Fam108B counter: Fam108B inhibition, counter-screen for RBBP9 inhibitors; recombinant Fam108B, FP-Rh probe fluorescence polarization; inhibition, % at 9.51 µM; 300,000 compounds, 0.33% hits;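 active = inhibition above the screen mean inhibition plus 3 SD, computed separately per campaign, cut at about 18% in these data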;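 also: inhibitors lower polarization as less probe binds the enzyme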
PME-1 inh: blocks human protein phosphatase methylesterase 1; Q9Y570; recombinant PME-1, FP-Rh probe fluorescence polarization; inhibition, % at 5.9 µM; 320,000 compounds, 0.53% hits;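 active = inhibition above the campaign mean of all compounds plus 3 SD, cut at about 26% in these data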;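 also: competitive labeling of PME-1 active site by serine hydrolase directed probe; 0% = PME-1 with DMSO and 100% = wells lacking PME-1 enzyme; inhibitors block probe labeling so polarization falls and inhibition rises; many of its hits are not listed in these tables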
Target sequence (Q9Y570 whole entry, looked up): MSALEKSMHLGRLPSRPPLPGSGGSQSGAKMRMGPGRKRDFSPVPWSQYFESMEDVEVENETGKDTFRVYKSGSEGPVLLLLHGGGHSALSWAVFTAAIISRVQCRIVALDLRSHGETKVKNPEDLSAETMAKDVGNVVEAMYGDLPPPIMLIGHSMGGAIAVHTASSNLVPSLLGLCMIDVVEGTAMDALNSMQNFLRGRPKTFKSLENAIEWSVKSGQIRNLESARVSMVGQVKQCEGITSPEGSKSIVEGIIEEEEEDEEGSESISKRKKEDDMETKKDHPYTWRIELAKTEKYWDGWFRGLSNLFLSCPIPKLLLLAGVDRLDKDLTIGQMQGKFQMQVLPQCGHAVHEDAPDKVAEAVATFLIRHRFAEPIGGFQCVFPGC
VLA-4 inh: inhibition in a human VLA-4 binding assay; 330,000 compounds, 0.2% hits; inhibition, % (about 7 µM as worked out from the volumes in the protocol); VLA-4 expressing cells, ligand binding flow cytometry; AID 2557; in the data active = inhibition above about 50%
Efflux pump inh: inhibitors of Candida antifungal efflux pumps expressed in yeast. 330,000 compounds, 0.44% hits. S. cerevisiae Candida pump triplex, Nile Red efflux. AID 485275. inhibition, % at 10 µM;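 active = plate passing quality check with inhibition over a set limit, or well fluorescence over plate mean plus 4 SD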;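 also: Nile Red retained in pooled yeast measured as flow cytometry median fluorescence; 0% = buffer negative control and 100% = Enniatin B positive control; higher means more Nile Red kept so more efflux inhibition; some compounds called inactive have numbers as strong as hits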
Bcl-xL primary: inhibitors of human Bcl-xL. AID 2129. Q07817. inhibition, % at 10.9 µM. 320,000 compounds, 0.7% hits. GST-Bcl-xL / FITC-Bim BH3 peptide fluorescence polarization;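 active = inhibition above the mean of all tested compounds plus 3 SD, cutoff set per campaign, cut at about 30% in these data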;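 also: 0% = DMSO wells and 100% = unlabeled Bim-BH3 peptide competitor; inhibitors lower millipolarization by displacing the labeled peptide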
Target sequence (Q07817 whole entry, looked up): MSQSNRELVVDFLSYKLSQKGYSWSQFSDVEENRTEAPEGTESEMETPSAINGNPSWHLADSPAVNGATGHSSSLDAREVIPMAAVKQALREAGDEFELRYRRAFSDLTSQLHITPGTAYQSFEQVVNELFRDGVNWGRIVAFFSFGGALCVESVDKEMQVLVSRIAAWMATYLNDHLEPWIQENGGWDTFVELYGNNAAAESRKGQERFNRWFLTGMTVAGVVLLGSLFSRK
GRK2 inh: human GRK2 inhibition via aptamer displacement; P25098; bead flow cytometry, FAM-aptamer displacement from GRK2; inhibition of aptamer binding, % at 10 µM; 330,000 compounds, 0.59% hits; AID 488847;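 active = inhibition of aptamer binding above 40%, roughly 3 SD of noise, on plates passing a quality check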;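 also: median bead fluorescence of bound FAM aptamer so fluorescent compounds give negative values; no value below 0 was filed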
* hit, by the source's call. An excerpt, so the mix of outcomes need not match the whole.

For COc1ccccc1CNC(=O)Cc1csc(NC(=O)Nc2ccccc2OC)n1 the results were MCL1-BIM inh 0, GLD-1 TGE inh 0, MEX-5 binding -2.4, Fam108B counter -2, PME-1 inh 7, VLA-4 inh -2, Efflux pump inh 0.0, Bcl-xL primary 6 and GRK2 inh 3.
For COc1ccc(-c2cc(-c3ccccc3)nc(Cl)n2)cc1OC the results were MCL1-BIM inh 15, GLD-1 TGE inh -2, MEX-5 binding -2.3, Fam108B counter -3, PME-1 inh -9, VLA-4 inh 13, Efflux pump inh 0.2, Bcl-xL primary 0 and GRK2 inh 0.
For Cc1cc(NC(=O)CN2C(=O)NC(C)(c3ccccc3Cl)C2=O)no1 (stereo unspecified) the results were GLD-1 TGE inh 3, VLA-4 inh 0, Efflux pump inh 0.0 and GRK2 inh 5.
For COc1cccc(C2Oc3ccccc3C3CC(c4cccs4)=NN32)c1 (stereo unspecified) the results were MCL1-BIM inh -35, GLD-1 TGE inh -35, MEX-5 binding -3.5, Fam108B counter 4, PME-1 inh 6, VLA-4 inh -30, Efflux pump inh 0.0, Bcl-xL primary -18 and GRK2 inh 0.
For COC(=O)c1ccc(OCC(O)CN2CCOCC2)cc1 (stereo unspecified) the results were MCL1-BIM inh 1, GLD-1 TGE inh 0, MEX-5 binding 0.7, Fam108B counter 4, PME-1 inh 0, VLA-4 inh 0, Efflux pump inh 0.0, Bcl-xL primary 1 and GRK2 inh 0.
Cc1nc2nc(CSc3nc4ccccc4s3)cc(=O)n2[nH]1 was read as MCL1-BIM inh -1, GLD-1 TGE inh 6, MEX-5 binding 2.1, Fam108B counter 0, PME-1 inh 1, VLA-4 inh -18, Efflux pump inh 0.4, Bcl-xL primary 0 and GRK2 inh 0.
`O=P(OCC1CC1)(c1ccccc1)c1ccccc1` gave MCL1-BIM inh 2, GLD-1 TGE inh -4, MEX-5 binding -2.7, Fam108B counter 3, PME-1 inh 1, VLA-4 inh 6, Efflux pump inh 0.4, Bcl-xL primary 6 and GRK2 inh 6.
For Nc1c(C(=O)NCCc2ccc(Cl)cc2)sc2ccc(S(=O)(=O)N3CCCCC3)cc12 the results were MCL1-BIM inh 9, GLD-1 TGE inh -6, MEX-5 binding -2.7, Fam108B counter 4, PME-1 inh 9, VLA-4 inh 5, Efflux pump inh 0.0, Bcl-xL primary 2 and GRK2 inh 0.
Cc1cc(C)cc(NS(=O)(=O)c2c(C(=O)N3CCOCC3)c(C)n(C)c2C)c1 was read as MCL1-BIM inh 4, GLD-1 TGE inh -2, MEX-5 binding 0.2, Fam108B counter 3, PME-1 inh 4, VLA-4 inh 16, Efflux pump inh 0.1, Bcl-xL primary 0 and GRK2 inh 0.
For Cc1oc(-c2ccc(Cl)cc2)cc1C(=O)O the results were MCL1-BIM inh 0, GLD-1 TGE inh -1, MEX-5 binding -4.5, Fam108B counter 2, PME-1 inh -2, VLA-4 inh 1, Efflux pump inh 0.3, Bcl-xL primary -1 and GRK2 inh 1.
`CC(=O)c1cccc(NC(=O)COc2nsnc2N2CCOCC2)c1` gave MCL1-BIM inh 9, GLD-1 TGE inh -2, MEX-5 binding -0.8, Fam108B counter 5, PME-1 inh -4, VLA-4 inh -8, Efflux pump inh -0.1, Bcl-xL primary 9 and GRK2 inh 0.
`Cc1ccc(/C=C2/C(=O)ON=C2c2ccccc2)o1` gave MCL1-BIM inh 9, GLD-1 TGE inh -13, MEX-5 binding 1.3, Fam108B counter -2, PME-1 inh -8, VLA-4 inh -10, Efflux pump inh 0.0, Bcl-xL primary 3 and GRK2 inh 2.
Cc1ccc(SCCC(=O)N(C)CC(=O)Nc2c(C)cccc2C)cc1 was read as MCL1-BIM inh 1, GLD-1 TGE inh -1, MEX-5 binding -0.2, Fam108B counter -3, PME-1 inh 0, VLA-4 inh 0, Efflux pump inh -0.1, Bcl-xL primary 3 and GRK2 inh 0.
For Cc1ccc(OCCCCCN2CCOCC2)c(Cl)c1 the results were MCL1-BIM inh 5, GLD-1 TGE inh 5, MEX-5 binding 0.5, Fam108B counter -4, PME-1 inh 3, VLA-4 inh 2, Efflux pump inh 0.0, Bcl-xL primary 0 and GRK2 inh 0.
CCc1ccc(N2CC(C(=O)N3CCCCCC3)CC2=O)cc1 (stereo unspecified) was read as MCL1-BIM inh 2, GLD-1 TGE inh -9, MEX-5 binding 1.5, Fam108B counter 2, PME-1 inh -5, VLA-4 inh 6, Efflux pump inh 0.0, Bcl-xL primary 3 and GRK2 inh 0.
`COc1cccc([C@@H]2CC=C(C(=O)O)[C@H](c3cccc(Cl)c3)N2S(=O)(=O)c2ccc(C)cc2)c1` gave MCL1-BIM inh 9, GLD-1 TGE inh 1, Fam108B counter -7, PME-1 inh -1, VLA-4 inh 9, Efflux pump inh -0.1, Bcl-xL primary 3 and GRK2 inh 1.
For COc1ccc(C(=O)N/N=C\c2coc3ccc(Cl)cc3c2=O)cc1 the results were MCL1-BIM inh 2, GLD-1 TGE inh 1, MEX-5 binding -2.8, Fam108B counter -3, PME-1 inh 0, VLA-4 inh -11, Efflux pump inh -0.1, Bcl-xL primary 2 and GRK2 inh 1.
O=C(c1ccc(C(F)(F)F)cc1)N1CCC(=O)N(C(COCc2ccccc2)Cc2ccccc2)CC1 (stereo unspecified) was read as MCL1-BIM inh 4, GLD-1 TGE inh -1, MEX-5 binding -3.3, Fam108B counter 3, PME-1 inh 2 and Bcl-xL primary 3.
COc1cc(OC)c(OC)cc1CNC(=O)c1ccc(COc2ccccc2)cc1 was read as MCL1-BIM inh -14, GLD-1 TGE inh 3, MEX-5 binding 0.0, Fam108B counter 2, PME-1 inh 3, VLA-4 inh 4, Efflux pump inh 0.1, Bcl-xL primary -5 and GRK2 inh 0.
`Cc1c(NC(=O)Nc2ccc(C(C)(C)C)cc2)c(=O)n(-c2ccccc2)n1C` gave MCL1-BIM inh 5, GLD-1 TGE inh -6, MEX-5 binding -3.0, Fam108B counter 5, PME-1 inh 4, VLA-4 inh 9, Efflux pump inh 0.0, Bcl-xL primary 5 and GRK2 inh 1.

The final 2 records of the part above open the next one:
COc1cc(OC)c(OC)cc1CNC(=O)c1ccc(COc2ccccc2)cc1 was read as MCL1-BIM inh -14, GLD-1 TGE inh 3, MEX-5 binding 0.0, Fam108B counter 2, PME-1 inh 3, VLA-4 inh 4, Efflux pump inh 0.1, Bcl-xL primary -5 and GRK2 inh 0.
`Cc1c(NC(=O)Nc2ccc(C(C)(C)C)cc2)c(=O)n(-c2ccccc2)n1C` gave MCL1-BIM inh 5, GLD-1 TGE inh -6, MEX-5 binding -3.0, Fam108B counter 5, PME-1 inh 4, VLA-4 inh 9, Efflux pump inh 0.0, Bcl-xL primary 5 and GRK2 inh 1.
Screening Cc1ccc(CNn2cnnc2SCc2ccc(F)cc2)cc1 returned MCL1-BIM inh 7, GLD-1 TGE inh -3, MEX-5 binding 0.5, Fam108B counter -3, PME-1 inh 7, VLA-4 inh 0, Efflux pump inh 0.0, Bcl-xL primary 4 and GRK2 inh 1.
Screening CCc1ccc(NC(=O)CSc2nc3ccccc3c(=O)n2CCCN2CCC(C)CC2)cc1 returned MCL1-BIM inh 7, GLD-1 TGE inh -4, MEX-5 binding -0.8, Fam108B counter -4, PME-1 inh -4, VLA-4 inh 0, Efflux pump inh 0.0, Bcl-xL primary 1 and GRK2 inh 0.
For COc1ccccc1CNC(=O)COC(=O)c1cccc(S(=O)(=O)N2CCCCC2)c1 the results were MCL1-BIM inh -10, GLD-1 TGE inh -3, MEX-5 binding 0.0, Fam108B counter -1, PME-1 inh 10, VLA-4 inh 1, Efflux pump inh -0.4, Bcl-xL primary 2 and GRK2 inh 0.
For Cc1ccc(CCN2CC(C(=O)NCCCN3CCN(C)CC3)CC2=O)cc1 (stereo unspecified) the results were MCL1-BIM inh 3, GLD-1 TGE inh -2, MEX-5 binding 2.5, Fam108B counter 5, PME-1 inh 3, VLA-4 inh -2, Efflux pump inh -0.2, Bcl-xL primary 3 and GRK2 inh 0.
O=C(NCC1(N2CCCCC2)CCCCC1)c1ccc(S(=O)(=O)N2CCCC2)cc1 was read as MCL1-BIM inh -1, GLD-1 TGE inh -6, MEX-5 binding 0.7, Fam108B counter 4, PME-1 inh -10, VLA-4 inh 2, Efflux pump inh -0.1, Bcl-xL primary -8 and GRK2 inh 0.
For O=C(c1ccco1)N(CCC(c1ccccc1)c1ccco1)Cc1ccc(F)cc1 (stereo unspecified) the results were MCL1-BIM inh -10, GLD-1 TGE inh 7, MEX-5 binding 2.9, Fam108B counter 5, PME-1 inh -5, VLA-4 inh 11, Efflux pump inh 0.5, Bcl-xL primary -1 and GRK2 inh 0.
`CC1CCN(C(=O)COC(=O)c2ccc3c(c2)OCCO3)CC1` gave GLD-1 TGE inh 4, VLA-4 inh -7, Efflux pump inh -0.1 and GRK2 inh 1.
`COc1ccc(Cl)cc1C(=O)Nn1c(-c2cccs2)nc2ccccc2c1=O` gave MCL1-BIM inh 3, GLD-1 TGE inh -1, MEX-5 binding -0.2, Fam108B counter 0, PME-1 inh 0, VLA-4 inh 11, Efflux pump inh 0.0, Bcl-xL primary 9 and GRK2 inh 2.
Screening COC(=O)C(Cc1c[nH]c2ccccc12)NC(=O)C(C)C (stereo unspecified) returned MCL1-BIM inh 5, GLD-1 TGE inh 0, MEX-5 binding -0.6, Fam108B counter -3, PME-1 inh 1, VLA-4 inh 8, Efflux pump inh 0.1, Bcl-xL primary 3 and GRK2 inh 0.
For COc1ccc(CCNC(=O)CCn2c(=O)[nH]c3cc(OC)c(OC)cc3c2=O)cc1OC the results were MCL1-BIM inh 3, GLD-1 TGE inh -3, MEX-5 binding 0.4, Fam108B counter -5, PME-1 inh 2, VLA-4 inh 12, Efflux pump inh 0.4, Bcl-xL primary 3 and GRK2 inh 0.
`Cc1cccc(C(=O)Oc2cccc3c(O)cccc23)c1` gave MCL1-BIM inh 3, GLD-1 TGE inh -4, MEX-5 binding 0.3, Fam108B counter 3, PME-1 inh 6, VLA-4 inh -12, Efflux pump inh 0.2, Bcl-xL primary 0 and GRK2 inh 0.
For O=C(O)c1cccnc1Sc1ncnc2sc3c(c12)CCC3 the results were MCL1-BIM inh 18, GLD-1 TGE inh 0, MEX-5 binding 0.0, Fam108B counter 6, PME-1 inh 0, VLA-4 inh 4, Efflux pump inh 0.1, Bcl-xL primary 20 and GRK2 inh 6.
`COc1ccc(CCNC(=O)C(CCC(N)=O)NS(=O)(=O)c2ccc(Cl)cc2)cc1OC` (stereo unspecified) gave MCL1-BIM inh 1, GLD-1 TGE inh 5, MEX-5 binding -2.2, Fam108B counter 8, PME-1 inh -1, VLA-4 inh 6, Efflux pump inh 1.8, Bcl-xL primary 7 and GRK2 inh 0.
CC(=O)Oc1ccccc1C1=NN(C(=O)/C=C/c2ccccc2)C(c2ccccc2)C1 (stereo unspecified) was read as MCL1-BIM inh -3, GLD-1 TGE inh 1, MEX-5 binding -2.2, Fam108B counter -2, PME-1 inh -1, VLA-4 inh 2, Efflux pump inh -0.3, Bcl-xL primary 3 and GRK2 inh 1.
`Cc1cccc(OC(C)C(=O)OCC(=O)Nc2sccc2C(N)=O)c1` (stereo unspecified) gave MCL1-BIM inh -3, GLD-1 TGE inh 3, PME-1 inh 7, VLA-4 inh 8, Efflux pump inh -0.1, Bcl-xL primary -2 and GRK2 inh 0.
`NC1C2CN(c3nc4c(cc3F)c(=O)c(C(=O)O)cn4-c3ccc(F)cc3F)CC12` (stereo unspecified) gave MCL1-BIM inh 6, GLD-1 TGE inh 5, MEX-5 binding 1.0, Fam108B counter 0, PME-1 inh -50, VLA-4 inh 19, Efflux pump inh 0.0, Bcl-xL primary 0 and GRK2 inh 0.
